From PubChem
H9c2 protect: cardioprotection against H2O2-induced cell death, primary screen, uHTS, H9c2 cells, ATPLite luminescence; H9c2 cardiomyocytes, H2O2 injury protection, 2 h; protection from H2O2 cell death, % at 20 µM; 360,000 compounds, 0.63% hits; AID 588492, 2011;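 active = compounds giving at least 50% protection of heart cells from peroxide-induced death in the single-dose screen, raw or plate-pattern-corrected value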;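 note: 0% = DMSO wells with peroxide and 100% = DMSO wells without peroxide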
ABCB6 inh MLPCN: ABCB6 transporter inhibitors, primary screen, K562-ABCB6 cells, flow cytometry, MLPCN library; ATP-binding cassette sub-family B member 6 (Homo sapiens), Q9NP58; K562-ABCB6 porphyrin accumulation, 1 h; active compounds read low; fluorescence ratio to DMSO, % at 10 µM; 360,000 compounds, 0.19% hits; AID 602162, 2011;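 active = fluorescence ratio to DMSO below 75%, the collection mean minus 3 SD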;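 note: signal is porphyrin accumulated inside mitochondria; 100% equals median channel fluorescence of DMSO control wells; lower ratio means ABCB6 inhibition with less porphyrin fluorescence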
MC4R antagonist: MC4R antagonists of cAMP signaling, primary screen, cell-based, TR-FRET, antagonist arm of biased-ligand search | inhibition, % at 6.5 µM | 360,000 compounds, 0.48% hits | MC4R-expressing cells, MTII-stimulated cAMP, LANCE TR-FRET | Melanocortin receptor 4 (Homo sapiens), P32245;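 active = inhibition above its plate's cutoff, the mean of tested wells on that plate plus 3 SD, cut at about 29% in these data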;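 note: 0% = Melanotan II alone and 100% = Melanotan II plus saturating MCL0020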
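Assay system: U2OS cells stably expressing human melanocortin 4 receptor (MC4R) / Dosing: 6.5 µM / Timing: compound 30 min, challenge 1 h, detection 1 h / Measured by: Eu-cAMP/anti-cAMP TR-FRET, emission 671 nm / Replicates: singlicate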
Glyco luc inh: increase of ERlucT glycosylation luciferase signal, primary screen, N-linked glycosylation inhibitor project, D54 ERlucT cells, luminescence, set 2; reporter increase, % at 12.5 µM; 360,000 compounds, 0.23% hits; D54 ERlucT glycosylation luciferase reporter, 24 h; percent of 100 nM tunicamycin response;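 active = mean luciferase reporter signal, scaled so untreated is 0 and the glycosylation-blocking control 100, at or above a set limit in every replicate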;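 note: luciferase carries N-glycosylation sites so blocking glycosylation raises the light; 0% = median of neutral control wells and 100% = median of 100 nM tunicamycin wells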
TLR9-MyD88 inh: inhibitors of TLR9-MyD88 association in cells, primary screen, cell-based, CHO, BLA complementation, fluorescence; inhibition, % at 4.98 µM; Toll-like receptor 9 (Homo sapiens) + Myeloid differentiation primary response protein …; 340,000 compounds, 0.21% hits; CCF4 FRET ratio;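 active = inhibition above the mean over all tested compounds plus 3 SD, cut at about 21% in these data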;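 note: 0% = DMSO only wells and 100% = clavulanate BLA inhibitor control wells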
MC4R barr agon: MC4R agonists recruiting beta-arrestin, primary screen, cell-based, luminescence, agonist arm of biased-ligand search; U2OS MC4R beta-arrestin complementation; percent of melanotan II response, DMSO zero; activation, % at 8.9 µM; 360,000 compounds, 0.98% hits; AID 540308, 2011;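 active = activation above a per-plate cutoff, the mean activation of sample wells on that plate plus 3 SD, cut at about 8% in these data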
ABHD5-PLIN5 inh: ABHD5-PLIN5 interaction inhibitors, primary screen, cell lysate, split luciferase complementation, luminescence; AID 602281, 2012; Split G. princeps luciferase complementation, 4 h; 360,000 compounds, 0.78% hits; inhibition, % at 4 µM; Perilipin-5 (Homo sapiens) + 1-acylglycerol-3-phosphate O-acyltransferase ABHD5 (Homo …;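 active = inhibition above the mean inhibition across every tested compound plus 3 SD, cut at about 22% in these data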;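 note: 0% = DMSO only wells and the 100% control is not disclosed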
Target sequence (Q00G26 whole entry, looked up): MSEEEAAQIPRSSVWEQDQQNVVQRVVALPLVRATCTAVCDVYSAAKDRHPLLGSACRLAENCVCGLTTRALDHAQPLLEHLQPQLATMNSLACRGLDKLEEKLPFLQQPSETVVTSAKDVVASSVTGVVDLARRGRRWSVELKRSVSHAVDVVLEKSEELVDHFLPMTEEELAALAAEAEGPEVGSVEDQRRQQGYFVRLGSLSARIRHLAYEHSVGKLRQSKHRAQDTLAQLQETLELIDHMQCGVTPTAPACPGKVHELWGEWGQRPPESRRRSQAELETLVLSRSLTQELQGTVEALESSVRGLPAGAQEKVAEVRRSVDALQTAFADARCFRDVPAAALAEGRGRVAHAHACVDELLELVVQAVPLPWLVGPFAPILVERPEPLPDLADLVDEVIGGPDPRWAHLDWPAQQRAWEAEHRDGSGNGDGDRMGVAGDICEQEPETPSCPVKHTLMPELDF
Target sequence (Q8WTS1 whole entry, looked up): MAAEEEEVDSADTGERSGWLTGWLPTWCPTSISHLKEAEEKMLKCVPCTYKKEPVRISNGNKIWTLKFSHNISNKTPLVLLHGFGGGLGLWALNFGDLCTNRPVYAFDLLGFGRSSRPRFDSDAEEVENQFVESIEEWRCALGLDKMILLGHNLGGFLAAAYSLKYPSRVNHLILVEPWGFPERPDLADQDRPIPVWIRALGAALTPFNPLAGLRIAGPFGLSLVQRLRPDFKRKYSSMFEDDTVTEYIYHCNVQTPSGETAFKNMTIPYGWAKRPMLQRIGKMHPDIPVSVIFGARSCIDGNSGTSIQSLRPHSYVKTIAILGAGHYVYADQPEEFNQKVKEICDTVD
HTR2A ag: mouse Htr2a agonists via beta-arrestin recruitment, primary screen, cell-based, luminescence. 5-hydroxytryptamine receptor 2A (Mus musculus), P35363. CHO-K1 mHTR2A beta-arrestin complementation; percent of 30 µM serotonin response. activation, % at 7.6 µM. 360,000 compounds, 0.66% hits;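 active = activation above a run cutoff, the mean activation of all tested compounds plus 3 SD, cut at about 14% in these data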;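 note: 0% = plate median of compound wells and 100% = 30 µM serotonin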
NCOA2 inhibitor: inhibition of GAL4-SRC2 driven luciferase reporter, primary screen, SRC2 inhibitor project, cell-based, luminescence | 370,000 compounds, 0.17% hits | inhibition, % at 9 µM | HEK293 GAL4-SRC2 luciferase reporter;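 active = inhibition above the mean inhibition of all tested compounds plus 3 SD, set per campaign, cut at about 52% in these data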;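 note: 0% = DMSO treated cells and 100% = cells given Gossypol at 36 µM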
NOD2-RIPK2 inh: NOD2-RIPK2 binding disruptors in cells, primary screen, fluorescence, CHO cells, BLA complementation; Receptor-interacting serine/threonine-protein kinase 2 (Homo sapiens), O43353; CCF4 ratio; inhibition, % at 4.98 µM; 360,000 compounds, 0.38% hits; AID 624267, 2012; in the data active = inhibition above about 21%;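 note: 0% = vehicle only and 100% = reference blocker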
* marks the source's active call; other numbers are inactive results. This is a subset; count on the stated rates, not on these rows.

What do the screens show for `CC(O)CNCCCOc1ccccc1OCc1ccccc1` (centres undefined)?
H9c2 protect: -1; ABCB6 inh MLPCN: 102; MC4R antagonist: -4; Glyco luc inh: -1; TLR9-MyD88 inh: 5; MC4R barr agon: -3.5; ABHD5-PLIN5 inh: 3; HTR2A ag: -7; NCOA2 inhibitor: 13; NOD2-RIPK2 inh: 3

How did CCc1ccc(CN(C)CC(=O)Nc2ccc(S(=O)(=O)N3CCOCC3)cc2)cc1 do in these assays?
H9c2 protect: -10; ABCB6 inh MLPCN: 101; MC4R antagonist: 2; Glyco luc inh: -4; TLR9-MyD88 inh: -3; MC4R barr agon: -0.4; ABHD5-PLIN5 inh: -2; HTR2A ag: 0; NCOA2 inhibitor: 15; NOD2-RIPK2 inh: 2

Results for Cc1ccccc1-n1c(SCC(=O)Nc2c(C)cccc2C)nc(O)cc1=O ?
H9c2 protect: 1; ABCB6 inh MLPCN: 101; MC4R antagonist: 34*; Glyco luc inh: 0; TLR9-MyD88 inh: -12; MC4R barr agon: 1.8; ABHD5-PLIN5 inh: -11; HTR2A ag: 1; NCOA2 inhibitor: -15; NOD2-RIPK2 inh: -4

What do the screens show for `O=C(NCc1ccccn1)c1cccc(S(=O)(=O)Nc2ccc(F)cc2)c1`?
H9c2 protect: -5; ABCB6 inh MLPCN: 97; MC4R antagonist: 2; Glyco luc inh: -1; TLR9-MyD88 inh: 2; MC4R barr agon: -0.5; ABHD5-PLIN5 inh: 1; HTR2A ag: 3; NCOA2 inhibitor: -6; NOD2-RIPK2 inh: -9

How did O=C(CCNS(=O)(=O)c1c(Cl)cccc1Cl)OCC(=O)c1ccccc1 do in these assays?
H9c2 protect: 4; ABCB6 inh MLPCN: 102; MC4R antagonist: 8; Glyco luc inh: 3; TLR9-MyD88 inh: 0; MC4R barr agon: 2.2; ABHD5-PLIN5 inh: -4; HTR2A ag: -5; NCOA2 inhibitor: -2; NOD2-RIPK2 inh: 67*

What do the screens show for `CCc1ccc(C2C(C#N)=C(N)SC(N)=C2C#N)cc1`?
H9c2 protect: -4; ABCB6 inh MLPCN: 113; MC4R antagonist: 15; Glyco luc inh: -1; TLR9-MyD88 inh: -17; MC4R barr agon: 1.6; ABHD5-PLIN5 inh: -13; HTR2A ag: -1; NCOA2 inhibitor: 0; NOD2-RIPK2 inh: 1

What do the screens show for `Cc1cccc(C)c1N1CCc2cn[nH]c21`?
H9c2 protect: -2; ABCB6 inh MLPCN: 89; MC4R antagonist: 6; Glyco luc inh: 0; TLR9-MyD88 inh: -1; MC4R barr agon: -1.6; ABHD5-PLIN5 inh: 10; HTR2A ag: 0; NCOA2 inhibitor: 0; NOD2-RIPK2 inh: -1

What do the screens show for `OC(CN1CCCCC1)c1ccc2c3c(cccc13)CC2` (centres undefined)?
H9c2 protect: 3; ABCB6 inh MLPCN: 93; MC4R antagonist: -2; Glyco luc inh: 5; TLR9-MyD88 inh: -2; MC4R barr agon: -0.6; ABHD5-PLIN5 inh: 4; HTR2A ag: -3; NCOA2 inhibitor: 5; NOD2-RIPK2 inh: -6

Results for CS(=O)(=O)c1nc(S(=O)(=O)c2ccc(Cl)cc2)c(NCCCN2CCCC2=O)s1 ?
H9c2 protect: 4; ABCB6 inh MLPCN: 98; MC4R antagonist: -2; Glyco luc inh: 0; TLR9-MyD88 inh: 2; MC4R barr agon: -0.9; ABHD5-PLIN5 inh: -2; HTR2A ag: 2; NCOA2 inhibitor: -14; NOD2-RIPK2 inh: -2

What do the screens show for `COc1cccc(OC)c1OCCCc1c(C)n[nH]c1C`?
H9c2 protect: 6; ABCB6 inh MLPCN: 96; MC4R antagonist: 16; Glyco luc inh: 0; TLR9-MyD88 inh: -1; MC4R barr agon: 1.2; ABHD5-PLIN5 inh: 0; HTR2A ag: 5; NCOA2 inhibitor: -26; NOD2-RIPK2 inh: 6

What do the screens show for `COc1ccc(OCC(=O)OCC(=O)NCc2ccc(F)cc2)cc1`?
H9c2 protect: -1; ABCB6 inh MLPCN: 97; MC4R antagonist: 7; Glyco luc inh: 3; TLR9-MyD88 inh: 4; MC4R barr agon: -0.7; ABHD5-PLIN5 inh: -1; HTR2A ag: 0; NCOA2 inhibitor: 8; NOD2-RIPK2 inh: 0

How did Cc1ccsc1C(=O)OC(C)C(=O)NC1CCCCC1C (centres undefined) do in these assays?
H9c2 protect: -1; ABCB6 inh MLPCN: 102; MC4R antagonist: 6; Glyco luc inh: -1; TLR9-MyD88 inh: 6; MC4R barr agon: 0.6; ABHD5-PLIN5 inh: 11; HTR2A ag: 14; NCOA2 inhibitor: 17; NOD2-RIPK2 inh: -7

How did COc1ccc(NC(=S)NCCc2c(C)[nH]c3ccc(OC)cc23)cc1 do in these assays?
H9c2 protect: 2; ABCB6 inh MLPCN: 104; MC4R antagonist: 16; Glyco luc inh: -1; TLR9-MyD88 inh: 3; MC4R barr agon: -1.7; ABHD5-PLIN5 inh: 3; HTR2A ag: 5; NCOA2 inhibitor: 16; NOD2-RIPK2 inh: -8

What do the screens show for `CCOc1ccc(-n2c(C)cc(C(=O)CCl)c2C)cc1`?
H9c2 protect: -12; ABCB6 inh MLPCN: 104; MC4R antagonist: 1; Glyco luc inh: 41*; TLR9-MyD88 inh: -2; MC4R barr agon: -4.1; ABHD5-PLIN5 inh: 4; HTR2A ag: -3; NCOA2 inhibitor: -10; NOD2-RIPK2 inh: 8

What do the screens show for `C=CCNC(=O)CCC(=O)NNc1nc2ccccc2c2nc(-c3ccccc3)nn12`?
H9c2 protect: 12; ABCB6 inh MLPCN: 90; MC4R antagonist: 4; Glyco luc inh: 3; TLR9-MyD88 inh: -7; MC4R barr agon: -1.5; ABHD5-PLIN5 inh: -2; HTR2A ag: 2; NCOA2 inhibitor: -8; NOD2-RIPK2 inh: -7

Results for O=C(Nc1ccccc1Cc1ccccc1)c1ccc2c(c1)SC1=NS(=O)(=O)CCN12 ?
H9c2 protect: -2; ABCB6 inh MLPCN: 97; MC4R antagonist: 6; Glyco luc inh: 23; TLR9-MyD88 inh: -6; MC4R barr agon: -0.4; ABHD5-PLIN5 inh: 0; HTR2A ag: 3; NCOA2 inhibitor: 0; NOD2-RIPK2 inh: -8

What do the screens show for `COC(=O)c1c(C(=O)OC)c2cccc3cc(-c4ccccc4)c4ccc1c4n32`?
H9c2 protect: 7; ABCB6 inh MLPCN: 122; MC4R antagonist: -6; Glyco luc inh: -2; TLR9-MyD88 inh: -1; MC4R barr agon: -2.4; ABHD5-PLIN5 inh: 5; HTR2A ag: 3; NCOA2 inhibitor: -32; NOD2-RIPK2 inh: -11

What do the screens show for `CC1(C(=O)NS(=O)(=O)c2cccc(C#N)c2)CCN1C(=O)CC1CCCC1` (centres undefined)?
H9c2 protect: -4; ABCB6 inh MLPCN: 91; MC4R antagonist: 2; Glyco luc inh: 0; MC4R barr agon: 1.2; ABHD5-PLIN5 inh: -1; HTR2A ag: -1; NCOA2 inhibitor: 12; NOD2-RIPK2 inh: 3

Results for Cc1ccc(C)c(C(=O)CSc2nc(C)cc(=O)[nH]2)c1 ?
H9c2 protect: -3; ABCB6 inh MLPCN: 91; MC4R antagonist: 9; Glyco luc inh: 2; TLR9-MyD88 inh: 5; MC4R barr agon: 1.2; ABHD5-PLIN5 inh: 5; HTR2A ag: 3; NCOA2 inhibitor: -21; NOD2-RIPK2 inh: 5

Results for CSc1nc2ccc(NS(=O)(=O)c3ccccc3F)cc2s1 ?
H9c2 protect: -7; ABCB6 inh MLPCN: 104; MC4R antagonist: -3; Glyco luc inh: -3; TLR9-MyD88 inh: -8; MC4R barr agon: -1.3; ABHD5-PLIN5 inh: 0; HTR2A ag: 0; NCOA2 inhibitor: -5; NOD2-RIPK2 inh: -3

2 records picked at random from the list so far:
Results for O=C(Nc1ccccc1Cc1ccccc1)c1ccc2c(c1)SC1=NS(=O)(=O)CCN12 ?
H9c2 protect: -2; ABCB6 inh MLPCN: 97; MC4R antagonist: 6; Glyco luc inh: 23; TLR9-MyD88 inh: -6; MC4R barr agon: -0.4; ABHD5-PLIN5 inh: 0; HTR2A ag: 3; NCOA2 inhibitor: 0; NOD2-RIPK2 inh: -8

Results for Cc1ccccc1-n1c(SCC(=O)Nc2c(C)cccc2C)nc(O)cc1=O ?
H9c2 protect: 1; ABCB6 inh MLPCN: 101; MC4R antagonist: 34*; Glyco luc inh: 0; TLR9-MyD88 inh: -12; MC4R barr agon: 1.8; ABHD5-PLIN5 inh: -11; HTR2A ag: 1; NCOA2 inhibitor: -15; NOD2-RIPK2 inh: -4

The list continues:
How did CC(=O)N1CCc2cc(NS(=O)(=O)c3cccs3)ccc21 do in these assays?
H9c2 protect: 7; ABCB6 inh MLPCN: 94; MC4R antagonist: -3; Glyco luc inh: 1; TLR9-MyD88 inh: -3; MC4R barr agon: 5.5; ABHD5-PLIN5 inh: 10; HTR2A ag: 5; NCOA2 inhibitor: -28; NOD2-RIPK2 inh: -9

How did CNC(=O)c1ccc(CNC(=O)OCC(F)(F)F)cc1 do in these assays?
H9c2 protect: -6; ABCB6 inh MLPCN: 147; MC4R antagonist: 1; Glyco luc inh: 3; TLR9-MyD88 inh: -4; MC4R barr agon: 0.1; ABHD5-PLIN5 inh: 2; HTR2A ag: 25*; NCOA2 inhibitor: -6; NOD2-RIPK2 inh: -12

How did CN(CC(=O)N1CCN(Cc2ccccc2)CC1)S(=O)(=O)c1ccc(F)cc1 do in these assays?
H9c2 protect: -4; ABCB6 inh MLPCN: 101; MC4R antagonist: 2; Glyco luc inh: -2; TLR9-MyD88 inh: -10; MC4R barr agon: -0.8; ABHD5-PLIN5 inh: 0; HTR2A ag: -5; NCOA2 inhibitor: -1; NOD2-RIPK2 inh: -2

How did CC1CN(S(=O)(=O)c2ccc(C(=O)N3c4ccccc4CC3C)cc2)CC(C)O1 (centres undefined) do in these assays?
H9c2 protect: -6; ABCB6 inh MLPCN: 97; MC4R antagonist: 29*; Glyco luc inh: 0; TLR9-MyD88 inh: -5; MC4R barr agon: -0.6; ABHD5-PLIN5 inh: 7; HTR2A ag: 7; NCOA2 inhibitor: 10; NOD2-RIPK2 inh: 11
